# MEKK2 WT-MEK5 – raises or lowers MEK5 binding to wildtype human MEKK2 PB1 domain. bead flow cytometry, Alexa488-MEK5 binding to MEKK2 WT; actives lie on both sides. binding response (% of control), % at 10 µM. 1.1% of 290,000 active. AID 1531; in the data active = binding response below about 67% or above about 130%
# MEKK2mut PB1 HTS – signal of MEK5 binding to mutant human MEKK2 PB1 domain | bead flow cytometry, Alexa488-MEK5 binding to MEKK2 mutant | percent response, % at 10 µM | 0.35% of 290,000 active; in the data active = percent response above about 24%, passing the limit was not always enough; also: inactives centre near 1; some results filed as inactive read as strong as hits
# CRFBP-R2 agonist – agonists of human CRF-binding protein/CRF-R2 receptor complex; activation, % at 13.2 µM; HEK293 CRF-R2/CRF-BP, calcium dye fluorescence (FLIPR); percent of saturating CRF peptide response; 0.46% of 350,000 active;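 active = activation of at least 50%, plus an integration ratio under a set limit after plate pattern correction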;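 also: plate controls were neutral control wells without compound for no effect and CRF at EC100 for full effect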
# SUMO HTRF inh – blocks human SUMOylation mediated by UBC9 | inhibition, % at 35 µM | AID 2006 | 0.36% of 290,000 active | HTRF SUMOylation assay, SAE1/SAE2 + UBC9, in vitro; in the data active = inhibition above about 50%, passing the limit was not always enough; also: strong numbers were not always called active
# Target sequence (P63279 whole entry, looked up): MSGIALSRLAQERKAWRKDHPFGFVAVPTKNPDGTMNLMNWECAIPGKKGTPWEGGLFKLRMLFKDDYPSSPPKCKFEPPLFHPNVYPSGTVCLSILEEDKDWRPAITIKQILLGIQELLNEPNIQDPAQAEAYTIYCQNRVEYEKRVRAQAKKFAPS
# CRFBP-R2 block – antagonists of CRF-binding protein/CRF-R2 receptor complex; HEK293 CRF-R2/CRF-BP, CRF-induced calcium fluorescence; AID 588475; 0.59% of 350,000 active; inhibition, % at 11.8 µM;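 active = inhibition of the ligand-induced calcium signal above about 50% at the single tested concentration, limit read from the data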
# FID counter – displaces DNA intercalator in HCV helicase counter-screen. DNA fluorescent intercalator displacement, fluorescence. inhibition, % at 7.9 µM. 0.17% of 290,000 active; in the data active = inhibition above about 37%;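 also: 0% = vehicle and 100% = reference compound; higher means more ethidium bromide displaced from hairpin DNA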
# GalR3 antagonist – human GalR3 antagonism; O60755; inhibition, % at 3 µM; 0.44% of 360,000 active; HEK293 GalR3-CNG cAMP membrane potential fluorescence; galR3 body fused to GalR1 C-terminus;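 active = inhibition above the screen-wide average plus 3 SD, cut at about 13% in these data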;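 also: forskolin and galanin both at EC90 stimulate the cells; cAMP rise reported by CNG channel membrane potential dye signal; 0% = forskolin plus galanin with DMSO and 100% = forskolin alone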
# HCV NS3 hel inh – HCV NS3 helicase inhibition; NS3 helicase DNA unwinding, Cy5 molecular beacon fluorescence; inhibition, % at 10.9 µM; 0.56% of 290,000 active; AID 1800;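 active = inhibition above the mean of all tested compounds plus 3 SD, set per campaign, cut at about 35% in these data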;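 also: 0% = DMSO wells and 100% = thioflavine S control wells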
#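 assay system = NS3 helicase fragment of HCV | buffer or medium = MOPS pH 6.5, MgCl2, DTT, Tween20, BSA | timing = 60 min unwinding reaction at 25 °C after ATP addition | signal = Cy5 beacon fluorescence read at start and 1 h | read-out basis = % inhibition of unwinding | control set = low DMSO, high thioflavine S at 110 µM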
# MEKK3 PB1 HTS – raises or lowers MEK5 binding to the human MEKK3 PB1 domain | bead-based flow cytometry, Alexa488-MEK5 binding to MEKK3; actives lie on both sides; 0 = blocked by unlabeled MEK5, 100 = vehicle | binding response (% of control), % at 10 µM | 1.4% of 290,000 active | AID 1529;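 active = binding response more than 3 SD above or below the average of its plate-row segment, actives on both sides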;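 also: Alexa488 bead fluorescence after subtracting the streptavidin-only scavenger bead signal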
# Target sequence (Q99759 whole entry, looked up, the tested form may be a part): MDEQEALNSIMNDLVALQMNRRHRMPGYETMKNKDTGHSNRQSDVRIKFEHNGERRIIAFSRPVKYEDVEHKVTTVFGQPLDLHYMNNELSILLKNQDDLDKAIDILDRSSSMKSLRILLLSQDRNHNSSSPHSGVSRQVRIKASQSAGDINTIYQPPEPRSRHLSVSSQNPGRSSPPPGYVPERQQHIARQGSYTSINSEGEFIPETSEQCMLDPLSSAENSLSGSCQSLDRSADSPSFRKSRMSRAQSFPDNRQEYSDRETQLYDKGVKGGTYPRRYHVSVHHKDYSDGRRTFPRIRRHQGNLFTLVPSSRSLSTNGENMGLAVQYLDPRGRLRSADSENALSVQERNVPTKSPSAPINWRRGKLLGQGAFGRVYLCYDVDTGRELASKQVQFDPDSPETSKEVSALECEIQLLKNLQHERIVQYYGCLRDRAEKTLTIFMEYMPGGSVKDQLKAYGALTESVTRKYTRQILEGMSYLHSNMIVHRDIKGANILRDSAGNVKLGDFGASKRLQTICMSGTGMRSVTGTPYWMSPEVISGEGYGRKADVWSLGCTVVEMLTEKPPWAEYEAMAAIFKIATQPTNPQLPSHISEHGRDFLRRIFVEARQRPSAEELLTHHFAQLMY
# Numbers without * were called inactive; x = no result given. An excerpt; the hit share may differ from the screen's.
mol	CRFBP-R2 agonist	HCV NS3 hel inh	MEKK2mut PB1 HTS	MEKK3 PB1 HTS	CRFBP-R2 block	GalR3 antagonist	SUMO HTRF inh	MEKK2 WT-MEK5	FID counter
CCN(CC)C(=O)Cn1cc(S(=O)(=O)CC(=O)Nc2cc(C)on2)c2ccccc21	-0.5	1	4	102	-5	-3	1	102	-16
O=C(NCCC1=CCCCC1)C1CCN(Cc2cnn(-c3ccccc3)c2-n2cccc2)CC1	-1.0	-61	2	100	-3	-3	4	106	18
CCc1cc2ccccc2nc1SCC(=O)NC1CCCC1	0.4	-21	-3	100	12	-5	12	102	-34
N#Cc1c(-c2ccccc2)nc(-c2ccccc2)nc1N1CCOCC1	4.2	-1	5	100	-30	0	2	98	-1
CCN1CCN(c2ccc(NC(=O)CCc3c(C)nc4c(-c5ccc(F)cc5)c(C)nn4c3C)cc2)CC1	0.4	-59	20	104	25	-2	14	146*	25
COc1cccc(-n2c(=O)n(Cc3ccccc3)c(=O)c3[nH]cnc32)c1	-2.7	7	0	100	-14	-2	-6	102	-3
CC(C(=O)O)N1C(=O)c2ccccc2C1=O (centres undefined)	-0.3	5	3	101	-8	2	16	102	5
COc1ccc2c(c1)c(=O)oc1cc(OCC(=O)NC3CCCCC3)ccc12	1.8	0	-10	96	-10	9	30	98	-2
CC(=O)NCC1CCCN(Cc2cn(-c3ccccc3)nc2-c2ccc3c(c2)OCO3)C1 (centres undefined)	-1.6	-16	-9	100	-5	3	14	107	18
Cc1c(Cl)ccc2c(C(=O)NCCCn3nccc3C)cc(-c3ccccn3)nc12	0.5	-16	-6	95	-4	-1	-6	98	-40
CCOC(=O)N1C(=O)C2(CCCCC2)N(c2ccccc2Cl)C1=S	-1.2	4	-2	93	-11	-8	2	94	-21
COc1cccc(C(=O)O/N=C(\N)c2ccncc2)c1	2.7	3	7	110	1	1	24	110	-5
CC(=O)c1ccccc1NC(=O)COC(=O)/C=C/c1ccc(C)o1	-0.5	-3	-3	102	-5	-3	4	97	-8
O=C(NCc1cccnc1)Nc1ccc(F)cc1F	-0.8	1	3	104	5	-6	-1	106	4
Cc1nn(Cc2ccccc2)c(Cl)c1/C=N/NC(=O)c1cccnc1	-1.2	-1	-1	100	-7	-5	12	100	-21
Cc1ccccc1NC(=S)N1CCN(c2ccccc2Cl)CC1	0.5	-7	8	107	6	-12	-2	113	-3
O=C(c1ccc(Cl)cc1)c1ccc(Oc2cc(NN3CCCCC3)c([N+](=O)[O-])cc2[N+](=O)[O-])cc1	0.1	-1	-3	98	0	-7	8	94	1
COC(=O)/C=C1/SC(=Nc2ccc(C)cc2C)NC1=O	-1.0	-10	x	x	-6	-3	-1	x	-2
O=C(Oc1ccc(/C=N/Nc2nc(N3CCCCC3)nc(N3CCCCC3)n2)cc1)c1ccco1	0.9	0	-3	98	11	-5	11	94	-4
COc1cc(-c2nnc(SCc3c(F)cccc3Cl)o2)cc(OC)c1OC	2.3	-9	9	109	32	x	-13	107	-29

# Complete entries as entered above. Screens in order: CRFBP-R2 agonist, HCV NS3 hel inh, MEKK2mut PB1 HTS, MEKK3 PB1 HTS, CRFBP-R2 block, GalR3 antagonist, SUMO HTRF inh, MEKK2 WT-MEK5, FID counter
# Cc1nn(Cc2ccccc2)c(Cl)c1/C=N/NC(=O)c1cccnc1 reads -1.2, -1, -1, 100, -7, -5, 12, 100, -21
# COc1cc(-c2nnc(SCc3c(F)cccc3Cl)o2)cc(OC)c1OC reads 2.3, -9, 9, 109, 32, x, -13, 107, -29
# CC(=O)c1ccccc1NC(=O)COC(=O)/C=C/c1ccc(C)o1 reads -0.5, -3, -3, 102, -5, -3, 4, 97, -8
# O=C(Oc1ccc(/C=N/Nc2nc(N3CCCCC3)nc(N3CCCCC3)n2)cc1)c1ccco1 reads 0.9, 0, -3, 98, 11, -5, 11, 94, -4

# Carrying on.
mol	CRFBP-R2 agonist	HCV NS3 hel inh	MEKK2mut PB1 HTS	MEKK3 PB1 HTS	CRFBP-R2 block	GalR3 antagonist	SUMO HTRF inh	MEKK2 WT-MEK5	FID counter
FC(F)(F)c1cnc(Oc2cccc3ccccc23)c(Cl)c1	5.1	-2	-2	101	-5	0	-6	102	-3
O=C(Nc1ccc(F)cc1)C1CCCN1S(=O)(=O)c1ccc(Br)cc1 (centres undefined)	1.3	3	6	100	-10	-6	13	104	-11
O=C(c1cccc(Cl)c1)N1CCN(CCCc2ccccc2)CC1	0.8	-2	6	102	-19	-6	0	99	-18
CCCCCCC(C)NC(=S)Nc1cc(S(=O)(=O)N(C)C)ccc1C (centres undefined)	-2.3	9	-1	97	-16	-1	-24	101	-23
CCc1nnc(NC(=O)c2cc(-c3ccncc3)nc3ccccc23)s1	-0.4	10	-1	106	-16	-3	7	109	-8
CCSc1ccccc1C(=O)NCc1ccco1	-1.9	-16	-2	95	5	-4	0	95	-1
O=C(O)/C=C/C(=O)OC1CC2CCC1C2 (centres undefined)	-0.3	-10	29	134*	-22	-4	18	117	1
C=CCN1CCN(C(=O)c2ccc(-c3ccccc3)cc2)CC1	-1.4	0	1	101	8	3	16	103	-18
CC(=O)C1=C(O)C(=O)N(c2ccc(Br)cn2)C1c1ccccc1F (centres undefined)	0.3	12	5	100	35	2	3	101	1
CCOC(=O)c1c(C)[nH]c(C)c1C(=O)COC(=O)CNC(=O)c1ccc(OCC)cc1	0.6	-6	12	109	2	-4	-1	115	-20
Cc1ccc(C(=O)N/C(=C/c2ccc(C(C)C)cc2)C(=O)NCCCN2CCOCC2)cc1	0.1	-52	2	98	-4	-4	19	104	9
O=C(NC(=S)Nc1ccccc1N1CCCCC1)c1cccs1	0.4	-23	-2	96	-101	-4	-17	94	-9
Cc1occc1C(=O)Nc1cccc(/C=C/C(=O)O)c1	2.3	7	6	106	-18	0	x	112	-4
CN(CC(=O)Nn1cnnc1)S(=O)(=O)c1ccc(Br)cc1	-1.1	0	5	99	1	-4	18	105	0
COC(=O)C1C(O)C(C)C(O)C(C)(O)/C=C\C=C(/C)C(=O)Nc2c(C)c(OC(C)=O)c3c(c2O)C(=O)C(C)=C2OCOC(=C23)/C(C)=C/C(C)(O)C(O)C(C)C1O (centres undefined)	1.3	3	2	91	4	-7	27	93	-41
CCN(C(=O)CC(C)C)c1nnc(Cn2nnc3ccccc32)s1	-2.4	-1	-1	98	-12	-5	13	96	-23
O=S(=O)(c1ccccc1)N1CCCC1c1cccs1 (centres undefined)	-1.3	-10	5	99	4	-5	16	100	-5
Cc1ccc(-n2ccc(=O)c(C(=O)Nc3ccc(S(=O)(=O)Nc4nccs4)cc3)n2)cc1	-0.5	4	1	100	8	0	16	99	-16
O=C(COc1ccccc1)N1CCN=C1SCc1ccccc1F	0.7	-5	-3	108	1	-7	8	103	-2
Cc1ccc(OCC(=O)Nc2cccc(S(=O)(=O)NC3=NCCCCC3)c2)cc1C	-2.8	0	5	101	6	-3	27	106	-37
CCCSCCCNC(=O)Cn1cc2c(n1)CCCCC2	-4.8	4	3	103	-15	-1	-7	105	-25
CCOc1ccc(-c2nc(C#N)c(NCC(C)C)o2)cc1	-1.0	-3	1	101	-19	-5	9	101	-8
COC(=O)c1cc2sc(Cl)cc2n1Cc1nc(-c2cccc(C)c2)oc1C	x	18	10	109	x	x	-7	102	-1
COc1cccc(C(=O)N2CCN(CCCc3ccccc3)CC2)c1OC	-0.1	2	-2	95	12	-1	14	92	-5
COc1ccc(NC(=S)NC(NC(=O)c2cccc(C)c2)C(Cl)(Cl)Cl)c([N+](=O)[O-])c1 (centres undefined)	23	4	5	115	-15	-4	1	106	5
Cc1ccc(C)c(N2CCN(S(=O)(=O)c3ccc4[nH]c(=O)c(=O)[nH]c4c3)CC2)c1	0.6	0	1	108	37	3	19	95	-27
O=C(COc1ccccc1N1C(=O)c2ccccc2C1=O)c1ccc(Cl)cc1	-0.1	-6	4	101	4	-2	-4	102	0
CC1(OC(=O)C2CCCC2)C(=O)C=C2C=C(c3ccsc3)N(Cc3ccc4c(c3)OCO4)C=C2C1=O (centres undefined)	-0.5	x	-1	97	13	-2	4	101	x
CC(NC(=O)Cn1ccsc1=N)C12CC3CC(CC(C3)C1)C2 (centres undefined)	3.5	-12	-2	99	3	-2	4	108	17
COC(=O)c1ccc(CSc2n[nH]c(=S)s2)o1	0.8	1	5	107	-2	3	9	105	-4
O=C(NCCNC(=O)c1ccccn1)c1ccc(F)cc1	-0.6	13	-1	99	2	-8	20	94	-12
O=C1c2cc(O)cc(O)c2C(=O)c2c1cc(O)c([C@@H](CO)CCO)c2O	0.4	x	1	100	-7	2	x	97	x
C/C=C(/C)C(=O)O[C@@H]1[C@H](OC(=O)C=C(C)C)c2c(ccc3ccc(=O)oc23)OC1(C)C	1.6	-6	4	106	11	0	-8	101	-17
COc1cccc(CNC(=O)C2CCN(S(=O)(=O)c3cccc4cccnc34)CC2)c1	-1.1	3	-2	104	12	-1	13	101	-15
CCC(=O)c1ccc(OCC(O)CN2CCN(c3cccc(C(F)(F)F)c3)CC2)cc1 (centres undefined)	4.9	-21	6	104	8	-2	12	110	10
CCC1CCc2c(sc(NC(=O)c3ccoc3C)c2C(N)=O)C1 (centres undefined)	-0.9	32	3	104	-35	-3	8	101	-24
COc1ccc(N=CC2=C(O)CCCC2=O)cc1	-0.9	3	3	101	7	-3	10	100	2
Cc1cc(CNC(=O)C2CCC(=O)N(CCc3cccc(F)c3)C2)on1 (centres undefined)	-0.6	-1	3	102	0	-5	x	106	-7
CCCCCCCCNC(=O)c1cccnc1SCC(=O)Nc1ccc(OC)cc1OC	-0.1	2	-3	99	16	-6	-12	100	-9
O=C(N/N=C/c1cccs1)c1cc(-c2ccc3ccccc3c2)n[nH]1	-0.9	-14	0	109	-47	-1	2	93	-5
Cc1ccccc1N(CC(=O)Nc1ccccc1C(=O)NCc1ccco1)S(=O)(=O)c1ccccc1	3.0	-11	0	100	7	-5	-4	102	-27
C#CCOCCOCCOCCNc1nc(N2CCN(C(=O)Cn3cc(CCCN=C(N)N)nn3)CC2)nc(N2CCN(C(=O)[C@H](C)n3cc(CCCN=C(N)N)nn3)CC2)n1	0.3	-20	4	74	6	-3	10	85	29
Cc1cc(-c2ccccc2)nc(SCC(=O)c2cccc([N+](=O)[O-])c2)n1	-0.1	-3	-2	95	32	-3	2	92	2
O=C(CCN1CCN(c2ccccc2)CC1)N/N=C/c1ccc([N+](=O)[O-])o1	1.5	11	4	105	2	5	28	108	-5
Cc1cc(S(=O)(=O)N2CCCOC2CNC(=O)C(=O)NCc2cccs2)ccc1F (centres undefined)	0.2	1	8	104	3	0	11	111	-35
CCc1ccc(NC(=S)N2CCNC(=O)C2CC(=O)OC)cc1 (centres undefined)	-1.7	0	-4	97	1	-8	15	98	-1
O=C(NCc1ccc(F)cc1)c1ccc(CS(=O)(=O)Cc2ccc(F)cc2)o1	-0.8	10	3	103	-9	-2	6	101	-12
COc1ccc(/C(C)=N/Nc2ccccc2Cl)c(O)c1	2.7	8	-7	109	12	7	-6	99	2
O=C(Cc1ccc(Cl)cc1)Nc1ncccn1	-0.7	-4	-7	87	3	1	13	92	1
O=C(NC1CCN(Cc2ccccc2)CC1)c1ccc2c(c1)[nH]c(=O)n2Cc1ccc(F)cc1	-0.8	-36	-14	94	-65	55*	0	95	14
